High-throughput results (PubChem)
HEK293 NOD2/NF-kB: NOD2 signaling inhibitors, cell-based, luminescence, uHTS, HEK293 (AID 1566); HEK293 NOD2/NF-kB luciferase reporter, luminescence; higher % means a stronger effect; one-dose inhibition, % at 4 µM; EC50 in µM for titrated hits; actives 0.63% (n = 290,000); further: many of its hits are not listed in these tables
XIAP antagonists: XIAP antagonists, biochemical, IAP family, fluorescence polarization (AID 1018); XIAP BIR domain, fluorescence polarization peptide displacement; higher % means a stronger effect; actives 0.007% (n = 200,000); displacement, % at 20 µM, or IC50 in µM where a hit was titrated; in the data active means displacement above about 50%; further: a part of the inactive calls stands beside numbers as strong as those of hits
AID2073: disruptors of CaV2.2 binding to Mint1 – biochemical, HTRF (AID 2073) | HTRF protein-protein interaction, Mint1-CaV2.2; higher % means a stronger effect | inhibition, % at 20 µM; hits with a dose series show IC50 in µM | actives 0.19% (n = 290,000); in the data active means inhibition mostly above about 51%, no sharp cut-off; further: some results filed as inactive read as strong as hits
Hep lipid drop: hepatic lipid droplet formation modulation; AID 1656; actives 0.4% (n = 240,000); AML12 mouse hepatocytes, oleate lipid droplets, BODIPY imaging; inhibition, % at 6.5 µM;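 active means lipid droplet intensity inhibited by at least 50%, with more than 500 cells counted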
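Assay system: AML12 hepatocytes (mouse) / Also added: 100 µM oleic acid challenge / Times: overnight treatment with compound plus oleate / Detection: high-content imaging of BODIPY-stained droplets and DAPI nuclei / Evaluation: % inhibition of lipid droplet signal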
NS5 inhibitors: flavivirus cap methylation enzyme inhibition – biochemical, confirmation dose response, primary screen (AID 588689). Dengue-2 NS5 methyltransferase capping enzyme assay, biochemical; higher % means a stronger effect. one-dose inhibition, % at 25 µM; IC50 in µM for titrated hits. actives 0.3% (n = 340,000); in the data active means a potency from the dose series
SIAH1 antagonists: Siah-1 peptide-binding antagonists, primary screen, biochemical, fluorescence polarization, rhodamine-plectin, uHTS (AID 1817); displacement, % at 20 µM, or IC50 in µM where a hit was titrated; actives 0.02% (n = 290,000); Siah-1 / rhodamine-plectin peptide fluorescence polarization; higher % means a stronger effect;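 active means displacement of at least 50% at 20 µM, with a fluorescence ratio check between 0.3 and a set limit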;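 further: plate controls were Siah plus tracer with DMSO for no effect and tracer alone without Siah for full effect; strong numbers were not always called active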
Myeloid diff 2: promotes myeloid progenitor differentiation; calls only at 10 µM; actives 1% (n = 360,000); ER-HoxA9 myeloid progenitors, lysozyme-GFP differentiation, flow cytometry;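 active means normalized GFP-positive differentiation at or above the plate's own cutoff, the solvent-only control mean plus 3 SD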;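 further: cells exposed to compound for four days before flow analysis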
HIV peptide binding: cell-free HIV fusion peptide-binding blockers – biochemical, uHTS, fluorescence dequenching, primary screen (AID 1986); cell-free peptide binding, fluorescence dequenching, 30 min; higher % means a stronger effect; inhibition, % at 20 µM; hits with a dose series show IC50 in µM; actives 0.3% (n = 290,000); in the data active means inhibition mostly above about 52%, no sharp cut-off; inactive means mostly below about 76%; further: some results filed as inactive read as strong as hits
LYP inhibition: PTPN22 lymphoid phosphatase activity blockers – biochemical, fluorescence intensity, uHTS (AID 1779); recombinant LYP phosphatase, fluorescence intensity; higher % means a stronger effect; one-dose inhibition, % at 11.5 µM; IC50 in µM for titrated hits; actives 0.054% (n = 290,000);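 further: plate controls were vehicle with enzyme for no effect and no enzyme for full effect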
Hep lipid drop cells 6.5 µM: recorded beside Hep lipid drop, whose call it bears; cell count; measured here: cell count, cytotoxicity flag;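 cells counted across two imaged fields per well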
NS5 inhibitors pilot replicate: also measured in NS5 inhibitors; calls as there; inhibition, %; measured here: pilot screen replicate inhibition
Myeloid diff 2 GFP+ MAC1+ %: second read-out of Myeloid diff 2, no call of its own (marks repeat the call); GFP+ MAC1+ double positive, %; measured here: differentiation confirmed by MAC1 staining
* marks the source's active call; other numbers are inactive results. Unless noted, no stated cut-off is given here; in the data, active means inhibition above about 50%; inactive means the rest.

What do the screens show for `NC(=O)c1nn(-c2ccc(Oc3ccccc3)cc2)c(=O)cc1O`?
HEK293 NOD2/NF-kB: -7.3%; XIAP antagonists: -4.7%; AID2073: 5.3%; Hep lipid drop: 27.6; NS5 inhibitors: -2.3%; SIAH1 antagonists: -1.8%; Myeloid diff 2: inactive; HIV peptide binding: 0.9%; LYP inhibition: -6.7%; Hep lipid drop cells 6.5 µM: 724; Myeloid diff 2 GFP+ MAC1+ %: 0.8

What do the screens show for `CCCc1cc(=O)oc2cc(OCC(=O)NCCCN3CCOCC3)c(Cl)cc12`?
HEK293 NOD2/NF-kB: 15.1%; AID2073: 10.2%; Hep lipid drop: -17.3; NS5 inhibitors: -1.6%; SIAH1 antagonists: -1.2%; Myeloid diff 2: inactive; HIV peptide binding: -0.8%; LYP inhibition: -12.9%; Hep lipid drop cells 6.5 µM: 695; Myeloid diff 2 GFP+ MAC1+ %: 6.5

What do the screens show for `COc1ccc(C(C#N)c2ccc(Cl)nn2)cc1` (centres undefined)?
HEK293 NOD2/NF-kB: 2.5%; XIAP antagonists: -7.3%; AID2073: -2.4%; SIAH1 antagonists: 1.5%; Myeloid diff 2: inactive; HIV peptide binding: -1.4%; LYP inhibition: -6.0%; Myeloid diff 2 GFP+ MAC1+ %: 0.2

How did NC(=O)COc1ccc2cc(-c3ccccc3)c(=O)oc2c1 do in these assays?
HEK293 NOD2/NF-kB: -19.8%; AID2073: 29.8%; Hep lipid drop: 23.0; NS5 inhibitors: -8.8%; SIAH1 antagonists: -0.9%; Myeloid diff 2: inactive; HIV peptide binding: -0.3%; LYP inhibition: -36.3%; Hep lipid drop cells 6.5 µM: 773; Myeloid diff 2 GFP+ MAC1+ %: 0.3

What do the screens show for `CCCN(CCC)C(=O)/C=C/c1cccc([N+](=O)[O-])c1`?
HEK293 NOD2/NF-kB: 9.1%; AID2073: 1.3%; Hep lipid drop: 0.0; NS5 inhibitors: 3.1%; SIAH1 antagonists: 2.0%; Myeloid diff 2: inactive; HIV peptide binding: -1.1%; LYP inhibition: -6.8%; Hep lipid drop cells 6.5 µM: 629; Myeloid diff 2 GFP+ MAC1+ %: 0.3

What do the screens show for `COc1ccc(-c2cc(C3CCN(Cc4ccc([N+](=O)[O-])cc4)CC3)[nH]n2)cc1`?
HEK293 NOD2/NF-kB: -8.1%; XIAP antagonists: -5.3%; AID2073: 9.0%; Hep lipid drop: -0.9; SIAH1 antagonists: -7.7%; Myeloid diff 2: inactive; HIV peptide binding: 0.9%; LYP inhibition: -7.0%; Hep lipid drop cells 6.5 µM: 662; Myeloid diff 2 GFP+ MAC1+ %: 0.5

Results for CCN(CCNC(=O)C1CCN(c2nnc(-n3cccc3)s2)CC1)c1ccccc1 ?
HEK293 NOD2/NF-kB: 4.5%; XIAP antagonists: -8.2%; AID2073: -6.1%; Hep lipid drop: -3.0; NS5 inhibitors: -4.9%; SIAH1 antagonists: -0.6%; Myeloid diff 2: inactive; HIV peptide binding: -2.8%; LYP inhibition: -0.5%; Hep lipid drop cells 6.5 µM: 655; Myeloid diff 2 GFP+ MAC1+ %: 2.6

Results for O=C(Nc1ccc(CN2CCOCC2)cc1)c1ccc(F)cc1 ?
HEK293 NOD2/NF-kB: -43.6%; AID2073: -3.9%; Hep lipid drop: 10.0; NS5 inhibitors: 1.4%; SIAH1 antagonists: 7.6%; Myeloid diff 2: inactive; HIV peptide binding: 0.0%; LYP inhibition: -7.7%; Hep lipid drop cells 6.5 µM: 815; Myeloid diff 2 GFP+ MAC1+ %: 0.3

How did O=C(NCc1ccccc1)C(c1ccccc1)N(Cc1ccc2c(c1)OCO2)C(=O)Cc1cccs1 (centres undefined) do in these assays?
HEK293 NOD2/NF-kB: 20.9%; XIAP antagonists: -9.2%; AID2073: -2.4%; Hep lipid drop: 0.8; NS5 inhibitors: 3.2%; SIAH1 antagonists: -8.3%; Myeloid diff 2: inactive; HIV peptide binding: -1.5%; LYP inhibition: -1.9%; Hep lipid drop cells 6.5 µM: 700; Myeloid diff 2 GFP+ MAC1+ %: 1.0

What do the screens show for `Cc1ccc(S(=O)(=O)N2CCN(C(=O)CSC3CCCC3)CC2)c(C)c1`?
HEK293 NOD2/NF-kB: -6.6%; XIAP antagonists: -3.6%; AID2073: -1.0%; Hep lipid drop: 2.1; NS5 inhibitors: -4.4%; SIAH1 antagonists: 2.9%; Myeloid diff 2: inactive; HIV peptide binding: -1.7%; LYP inhibition: -9.5%; Hep lipid drop cells 6.5 µM: 686; Myeloid diff 2 GFP+ MAC1+ %: 0.5

What do the screens show for `Cc1nn(-c2ccc(Cl)c(Cl)c2)c(C)c1C(=O)O`?
HEK293 NOD2/NF-kB: 17.3%; XIAP antagonists: -5.3%; AID2073: 8.0%; Hep lipid drop: 17.4; NS5 inhibitors: 10.2%; SIAH1 antagonists: 7.0%; Myeloid diff 2: inactive; HIV peptide binding: -0.8%; LYP inhibition: -6.8%; Hep lipid drop cells 6.5 µM: 715; Myeloid diff 2 GFP+ MAC1+ %: 0.1

What do the screens show for `CCOC(=O)CSc1cc(C(F)(F)F)nc(-c2ccccn2)n1`?
HEK293 NOD2/NF-kB: 20.7%; XIAP antagonists: -4.1%; AID2073: -4.1%; NS5 inhibitors: 2.5%; SIAH1 antagonists: 1.0%; Myeloid diff 2: inactive; HIV peptide binding: 0.2%; LYP inhibition: -6.6%; NS5 inhibitors pilot replicate: 5.2; Myeloid diff 2 GFP+ MAC1+ %: 1.3

Results for CCOc1ccc(N2CC(C(=O)NCc3ccc4c(c3)OCO4)CC2=O)cc1 (centres undefined) ?
HEK293 NOD2/NF-kB: -9.5%; AID2073: -5.2%; Hep lipid drop: 8.0; NS5 inhibitors: 1.7%; SIAH1 antagonists: -1.3%; Myeloid diff 2: inactive; HIV peptide binding: 2.5%; LYP inhibition: -0.8%; Hep lipid drop cells 6.5 µM: 822; Myeloid diff 2 GFP+ MAC1+ %: 1.1

How did O=C(CCN1C(=O)/C(=C/c2ccco2)SC1=S)Nc1ccc(O)cc1C(=O)O do in these assays?
HEK293 NOD2/NF-kB: 16.0%; AID2073: 2.6%; Hep lipid drop: 12.6; NS5 inhibitors: 27.8%; SIAH1 antagonists: 40.7%; Myeloid diff 2: inactive; HIV peptide binding: 52.5%; LYP inhibition: -3.4%; Hep lipid drop cells 6.5 µM: 858; Myeloid diff 2 GFP+ MAC1+ %: 0.7

Results for CCOC(=O)c1sc(NC(=O)c2cc3n(n2)C(C(F)(F)F)CC(c2cccs2)N3)c(C(=O)OCC)c1C (centres undefined) ?
HEK293 NOD2/NF-kB: 18.5%; XIAP antagonists: -5.6%; AID2073: 6.0%; NS5 inhibitors: 3.4%; SIAH1 antagonists: 1.2%; Myeloid diff 2: inactive; HIV peptide binding: 1.1%; LYP inhibition: 6.0%; Myeloid diff 2 GFP+ MAC1+ %: 0.6

Results for Cc1cc2ccccc2c(=O)n1CC(=O)NCC(=O)N1CCN(c2cccc(Cl)c2)CC1 ?
HEK293 NOD2/NF-kB: 4.9%; XIAP antagonists: -3.9%; AID2073: 4.3%; NS5 inhibitors: -7.5%; SIAH1 antagonists: 0.0%; Myeloid diff 2: inactive; HIV peptide binding: -2.1%; LYP inhibition: -2.7%; NS5 inhibitors pilot replicate: -6.5; Myeloid diff 2 GFP+ MAC1+ %: 0.4

What do the screens show for `COc1ccc(N2CCN(CCC(N)=O)CC2)cc1`?
HEK293 NOD2/NF-kB: -2.8%; XIAP antagonists: -2.9%; AID2073: -8.6%; Hep lipid drop: 16.6; NS5 inhibitors: -6.1%; SIAH1 antagonists: -2.4%; Myeloid diff 2: inactive; HIV peptide binding: -1.3%; LYP inhibition: -2.6%; Hep lipid drop cells 6.5 µM: 790; Myeloid diff 2 GFP+ MAC1+ %: 1.8

How did C/C(CCc1ccccc1)=N\NC(=O)CC(=O)NCCc1ccccc1 do in these assays?
HEK293 NOD2/NF-kB: -3.4%; XIAP antagonists: -6.9%; AID2073: 2.6%; Hep lipid drop: 15.3; NS5 inhibitors: -8.9%; SIAH1 antagonists: 25.8%; Myeloid diff 2: inactive; HIV peptide binding: -1.7%; LYP inhibition: -4.9%; Hep lipid drop cells 6.5 µM: 767; Myeloid diff 2 GFP+ MAC1+ %: 0.6

How did O=C(Nc1cc(=O)[nH]c(=O)[nH]1)c1cccc(C(F)(F)F)c1 do in these assays?
HEK293 NOD2/NF-kB: 3.4%; AID2073: 0.7%; Hep lipid drop: -5.1; NS5 inhibitors: -6.2%; SIAH1 antagonists: 0.7%; Myeloid diff 2: inactive; HIV peptide binding: 0.7%; LYP inhibition: 1.1%; Hep lipid drop cells 6.5 µM: 714; Myeloid diff 2 GFP+ MAC1+ %: 1.7

How did O=C(CN(C1CCCCC1)S(=O)(=O)c1ccccc1)NCC1CCCO1 (centres undefined) do in these assays?
HEK293 NOD2/NF-kB: 2.6%; AID2073: 2.5%; Hep lipid drop: -3.3; NS5 inhibitors: -9.9%; SIAH1 antagonists: 7.1%; HIV peptide binding: 0.7%; LYP inhibition: -13.2%; Hep lipid drop cells 6.5 µM: 777

Results for CCCN(CC1CC1)C(=O)CSc1nnc(-c2ccco2)n1N ?
HEK293 NOD2/NF-kB: 19.5%; XIAP antagonists: -9.1%; AID2073: 2.2%; Hep lipid drop: -1.9; SIAH1 antagonists: -9.4%; HIV peptide binding: -2.7%; LYP inhibition: -8.6%; Hep lipid drop cells 6.5 µM: 690

How did O=C(CSc1nnc(NC(=O)CN2CCOCC2)s1)Nc1ccccc1 do in these assays?
HEK293 NOD2/NF-kB: 11.5%; XIAP antagonists: -5.1%; AID2073: 3.8%; NS5 inhibitors: -3.4%; SIAH1 antagonists: -2.1%; Myeloid diff 2: inactive; HIV peptide binding: -1.3%; LYP inhibition: -11.2%; Myeloid diff 2 GFP+ MAC1+ %: 0.7

What do the screens show for `Cc1ccc(N2C(=O)N(CC(=O)Nc3cc(C)cc(C)c3)C(=O)C2C)cc1` (centres undefined)?
HEK293 NOD2/NF-kB: -5.1%; XIAP antagonists: -2.5%; AID2073: -2.1%; Hep lipid drop: -2.0; NS5 inhibitors: -3.2%; SIAH1 antagonists: 1.1%; Myeloid diff 2: inactive; HIV peptide binding: -1.6%; LYP inhibition: 1.2%; Hep lipid drop cells 6.5 µM: 715; Myeloid diff 2 GFP+ MAC1+ %: 1.2

An excerpt (hit frequency here may not be typical).
